Compound activity deposited in PubChem by National Center for Advancing Translational Sciences (NCATS).
KDM4E inh: blocks human JMJD2E demethylase activity; actives 1.6% (n = 230,000); AID 2147; B2RXH2; JMJD2E catalytic domain, FDH-coupled NADH fluorescence (FDH is formaldehyde dehydrogenase); Potency, µM (top dose mostly 57.1 µM), for inactives: at the top dose activity change, negative = inhibition, most hits filed as inhibitors; active = well fitted inhibition curve with a large enough effect, not every such curve was filed as active; inconclusive = small, poorly fitted or top-dose-only effect, or another doubt; inactive = no such curve, though single readings can be large or run the other way;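 also: 0% = wells with enzyme and -100% = buffer wells without enzyme; nearly all actives have a fitted effect of over 50% in size; many of its hits are not listed in these tables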
Target sequence (B2RXH2 1-337 limits assumed): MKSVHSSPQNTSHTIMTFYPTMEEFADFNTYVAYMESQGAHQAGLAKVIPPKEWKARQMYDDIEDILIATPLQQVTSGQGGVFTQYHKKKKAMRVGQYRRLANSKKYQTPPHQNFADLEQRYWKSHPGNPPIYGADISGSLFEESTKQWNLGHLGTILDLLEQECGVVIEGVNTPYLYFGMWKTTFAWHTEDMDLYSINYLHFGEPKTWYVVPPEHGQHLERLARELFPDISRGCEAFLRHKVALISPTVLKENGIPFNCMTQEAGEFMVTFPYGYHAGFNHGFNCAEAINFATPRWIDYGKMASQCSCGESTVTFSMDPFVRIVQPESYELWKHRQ
GoLoco inh red: RGS12 GoLoco-Gai1 interaction inhibition. P63096. Gai1:RGS12 GoLoco peptide FP, rhodamine, 10 min. Potency, µM (doses to about 61.6 µM), for the others: at the top dose activity, negative = inhibition, hits mostly inhibitors. actives 0.44% (n = 230,000); active = well fitted inhibition curve with a large enough effect, not every such curve was filed as active; inactive = no such curve, though single readings can be large or run the other way; also: nearly all actives have a fitted effect of over 30% in size; many of its hits are not listed in these tables
Tau fibril ThT: tau fibrillization inhibition (ThT binding). recombinant tau K18 P301L (four-repeat tau fragment), heparin-induced fibrillization, ThT fluorescence. P10636. actives 2.1% (n = 270,000). Potency, µM (series often up to 57.4 µM), without a hit: at the highest dose activity, negative = inhibition, most hits filed as inhibitors. AID 1460; also: nearly all actives have a fitted effect of over 55% in size
Target sequence (P10636 561-689 P618L limits assumed): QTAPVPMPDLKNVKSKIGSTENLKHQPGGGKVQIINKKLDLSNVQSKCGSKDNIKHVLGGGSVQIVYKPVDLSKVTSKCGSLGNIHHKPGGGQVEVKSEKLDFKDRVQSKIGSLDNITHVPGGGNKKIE
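Tau K18 P301L fragment (15 uM unlabeled plus 0.24 uM Alexa 594-labeled) in 100 mM sodium acetate pH 7 with compound, fibrillization induced by 20 uM heparin for 6 hr at 37 C. Thioflavin T (30 uM) added, fluorescence read after 1 hr (ex 450, em 510 nm).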
RECQ1 helicase: RECQ1 (human) helicase inhibition | Potency, µM (series often up to 57.3 µM), without a hit: at the highest dose activity, negative = inhibition, actives largely listed as inhibitors | actives 0.54% (n = 240,000) | P46063 | RECQ1 DNA unwinding, red fluorescence kinetic read | AID 2549;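 also: plate controls were vehicle for no effect and no enzyme for full effect; nearly all actives have a fitted effect of over 30% in size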
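50 nM RECQ1T1 preincubated 15 min with compound in Tris pH 8.0 buffer with MgCl2, DTT, Tween-20 and 2.5 ug/ml poly(dI-dC); started with 200 nM TAMRA/BHQ-2 forked duplex and 2 mM ATP. Unwinding read as fluorescence (525/598 nm), two reads 2 h apart.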
TRb SRC2 PPI: inhibitors of human thyroid hormone receptor beta-SRC2 interaction. P10828. TRbeta-SRC2 peptide binding, fluorescence polarization; receptor liganded with 1 µM T3. Potency, µM (doses to about 106 µM), for the others: at the top dose activity change, negative = inhibition, hits mostly inhibitors. actives 0.065% (n = 280,000). AID 1469;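 also: plate controls were bound peptide for no effect and peptide without receptor for full effect; nearly all actives have a fitted effect of over 50% in size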
Target sequence (P10828 whole entry, looked up): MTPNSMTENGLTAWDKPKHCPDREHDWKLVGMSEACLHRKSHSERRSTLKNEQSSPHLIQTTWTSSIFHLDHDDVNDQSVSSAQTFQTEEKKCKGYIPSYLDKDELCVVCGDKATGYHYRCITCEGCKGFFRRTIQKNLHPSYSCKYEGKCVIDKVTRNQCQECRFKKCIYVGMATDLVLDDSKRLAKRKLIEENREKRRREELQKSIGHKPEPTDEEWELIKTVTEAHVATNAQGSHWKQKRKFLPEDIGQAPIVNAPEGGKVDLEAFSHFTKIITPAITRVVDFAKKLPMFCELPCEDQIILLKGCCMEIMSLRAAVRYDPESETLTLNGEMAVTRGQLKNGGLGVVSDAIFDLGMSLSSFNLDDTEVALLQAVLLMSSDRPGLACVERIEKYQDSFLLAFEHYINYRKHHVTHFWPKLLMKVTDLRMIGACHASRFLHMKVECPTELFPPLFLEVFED
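Quantitative HTS by FP: 0.6 uM TRb LBD, 20 nM labeled SRC2 20-mer, 1 uM T3, 5% DMSO; 5 hr ambient incubation; % activity per concentration and potencies from concentration series.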
TexasRed fluor: counter-screen for TRb-SRC2 inhibitors: fluorescence interference; TRb/SRC2 Texas Red total fluorescence interference; Potency, µM (doses to about 106 µM), for the others: top-dose fluorescence change, negative = quenching; actives 0.29% (n = 280,000); active = well fitted curve in either direction with a large enough effect; inconclusive = small, poorly fitted or top-dose-only effect
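Human TRβ ligand-binding domain (0.6 uM) and Texas Red SRC2 peptide (20 nM) in Tris buffer with 1 uM T3 and 5% DMSO were incubated with pinned compound for 5 hr at ambient temperature. Total fluorescence was computed as S + 2P (555/632 nm).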
Tau fibril FP: blocks human tau fibril formation measured by polarization. P10636. actives 0.39% (n = 280,000). AID 1468. Potency, µM (doses to about 57.7 µM), for inactives: at the highest dose activity, negative = inhibition, usual class: inhibitors. K18 P301L tau heparin fibrillization, Alexa594 FP, 6 h; also: nearly all actives have a fitted effect of over 55% in size
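Quantitative HTS format: compounds meet 15 uM recombinant K18 P301L tau and Alexa 594-tau tracer in 100 mM sodium acetate pH 7; 20 uM heparin triggers fibrillization at 37 C over 6 hr; FP gives the signal.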
L3MBTL1 inh: L3MBTL1 (human) inhibition; Q9Y468; AlphaScreen L3MBTL1–H3K9me1 peptide binding; Potency, µM (doses to about 57.1 µM), for inactives: at the top dose activity, negative = inhibition, hits mostly inhibitors; actives 0.66% (n = 230,000); AID 485360; also: nearly all actives have a fitted effect of over 60% in size
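First, the protein-peptide complex forms for 30 min at room temperature (L3MBTL1 50 nM, biotinylated H3K9me1 peptide 75 nM). Next, compounds are pin-transferred and incubated 30 min. Finally, AlphaScreen beads are added and read after 30 min.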
An asterisk follows results filed as active; i = inactive; ? = inconclusive; / = not tested or not shown; & = joins results of further samples; [ ] = dose if it differs, or a comment. Unless noted, calls follow the shape of the dose curve; as a rule, active = well fitted curve in the direction sought with a large enough effect; inconclusive = small, poorly fitted or top-dose-only effect, or another doubt; inactive = no such curve, though single readings can be large; an effect the other way counts as inactive or inconclusive. Unless noted, % is scaled to controls: 0 for no effect and ±100 for the full control effect; potency is read from the fitted curve at half-maximal effect. This is a subset; the hit share may differ from the screen's.

SMILES	KDM4E inh	GoLoco inh red	Tau fibril ThT	RECQ1 helicase	TRb SRC2 PPI	TexasRed fluor	Tau fibril FP	L3MBTL1 inh
O=C(NCCCCc1ccccc1)C12CN(Cc3ccccc3)CC1C(c1cccc([N+](=O)[O-])c1)=NO2 (stereo not given)	-7.1%	-2.0%	-16.3%	-1.7%	5.8%	0.8%	4.0%	-6.3%
CC(=O)N1CCN(C2=NC(=O)C(=C3CCCCC3)S2)CC1	7.0%	-0.5%	-6.8%	-2.1%	-3.8%	0.8%	-3.9%	?
CC(=O)Nc1c(O)n(C)c2ccccc12	-1.1%	-1.0%	8.4%	2.9%	-5.4%	-0.5%	-1.6%	-1.3%
Cc1cc(=O)n(CC(=O)Nc2cc(Cl)ccc2C)c(C(C)C)n1	3.3%	1.6%	-6.5%	i	1.8%	6.2%	2.4%	14.7%
CSc1ccc(C(=O)Nc2ccc(-c3nc4ccccc4s3)c(O)c2)cc1	/	/	?	/	-5.9%	-2.4%	-16.2%	/
CC(C)c1nnc(NC(=O)C2CCN(c3nc4ccccc4s3)CC2)s1	2.4%	-16.8%	13.3%	-2.2%	-0.9%	-10.1%	-8.1%	41.7%[activator]
CC1(C)OC2C(CO)OC(n3cnc4c(=O)[nH]cnc43)C2O1 (stereo not given)	-1.7%	7.6%	-2.6%	-3.9%	2.8%	0.0%	-7.5%	/
CNC(=O)/C=C1\NC(C)(C)Cc2ccccc21	-6.9%	5.1%	?	-1.0%	-4.8%	1.4%	3.5%	/
Nc1cccc(C(F)(F)F)c1	/	8.7%	/	-2.1%	-3.3%[201 µM]	-5.3%[201 µM]	/	/
O=C(CSc1nnc(-c2ccccn2)n1Cc1ccco1)Nc1ccc2c(c1)OCO2	12.3%	-4.6%	-19.6%	-11.2%	0.6%	-0.6%	-3.5%	-2.0%
CCCCN(c1ccccc1)S(=O)(=O)N(C)C	7.7%	1.0%	-4.3%	i	-1.2%	-4.7%	0.9%	8.8%
CC(C)C(NC(=O)c1c(F)cccc1F)C(=O)NCC(c1ccccc1)N(C)C (stereo not given)	-6.4%	6.0%	-1.1%	-4.0%	2.7%	-0.7%	4.3%	/

Profiles from above. Screens in order: KDM4E inh, GoLoco inh red, Tau fibril ThT, RECQ1 helicase, TRb SRC2 PPI, TexasRed fluor, Tau fibril FP, L3MBTL1 inh
O=C(CSc1nnc(-c2ccccn2)n1Cc1ccco1)Nc1ccc2c(c1)OCO2 as listed: 12.3%, -4.6%, -19.6%, -11.2%, 0.6%, -0.6%, -3.5%, -2.0%
CNC(=O)/C=C1\NC(C)(C)Cc2ccccc21 as listed: -6.9%, 5.1%, ?, -1.0%, -4.8%, 1.4%, 3.5%, /

Following part:
SMILES	KDM4E inh	GoLoco inh red	Tau fibril ThT	RECQ1 helicase	TRb SRC2 PPI	TexasRed fluor	Tau fibril FP	L3MBTL1 inh
O=C1CCCC(O)=C1C1C2=C(CCCC2=O)Oc2ccccc21 (stereo not given)	1.7%	-1.1%	-17.3%	i	1.6%	0.7%	-2.1%	-6.0%
O=C(NCCc1ccccc1Cl)c1cc2ccccn2n1	/	/	-12.0%	/	2.4%	-1.4%	3.4%	/
Cc1ccc2oc(-c3ccc(C)c(NC(=O)/C=C/c4ccco4)c3)nc2c1	/	/	1.7%	/	0.1%	-17.3%	?	/
O=C(NNC(=O)c1nn(-c2ccc(F)cc2)ccc1=O)c1ccc(Cl)cc1	-4.9%	33.5%[activator]	?	-10.5%	-3.7%	-1.3%	-6.6%	62.4%[activator]
CCOC(=O)[C@H](CCc1ccccc1)N[C@@H](C)C(=O)N1CCC[C@H]1C(=O)O	5.8%	10.8%	-9.7%&-5.4%	-7.4%	3.2%	0.1%	2.9%&-10.6%	8.3%&12.7%
CC1(C(=O)Oc2ccccc2)Cc2ccccc2C(=O)O1 (stereo not given)	-7.7%	-12.6%	-6.1%	i	-6.3%	-6.1%	7.4%	40.2%[activator][11.4 µM]
Cc1onc(-c2c(Cl)cccc2Cl)c1C(=O)Nc1ccc2c(c1)OCO2	6.8%	18.2%	-10.5%	-6.5%	-6.9%	-0.6%	8.9%	0.6%
O=C(Nc1nnc(-c2ccc3c(c2)OCCO3)o1)c1ccc(Cc2ccccc2)cc1	?	19.0%	1.5%	-16.3%	-7.0%	-0.3%	-5.8%	/
c1ccc(NCc2nnc3n2CCCCC3)cc1	1.1%	1.8%	5.3%	i	2.4%	1.7%	5.9%	9.7%
O=C(C1CCN(S(=O)(=O)c2cccc3nsnc23)CC1)N1CCN(c2ccccc2F)CC1	-1.8%	-0.5%	-17.0%	-3.9%	5.4%	-1.1%	1.4%	-3.4%
Cc1ccc(C(=O)NCCN2CCNC2=O)cc1	-2.0%	-11.2%	-5.1%	-1.9%	8.5%	-3.3%	4.9%	-4.2%
CN(C)c1ccnc(N(Cc2ccccc2)Cc2ccccc2)c1C#N	-5.7%	3.7%	-17.6%	-18.9%	-10.0%	-0.5%	6.5%	/
CC(C)OC(=O)CSc1nnc(-c2ccco2)n1N	-2.0%	1.6%	-1.8%	-13.5%	-6.6%	1.9%	-1.6%	/
Cc1cccc(C(=O)NNc2ncnc3c2cnn3-c2ccc(C)c(Cl)c2)c1	/	/	16.7%	/	-6.3%	-3.6%	-10.6%	/
Cc1cccc(NS(=O)(=O)c2cc(NC(=O)CC(=O)c3ccc([N+](=O)[O-])cc3)ccc2C)c1	-12.2%	18.2%	?	i	-8.0%	-4.4%	-6.1%	-13.8%
COc1ccc(C(=O)/C=C/c2ccc(O)cc2)c(O)c1CC=C(C)C	-4.3%	1.9%	25.1µM*	-8.4%	4.0%	-0.4%	?	-14.5%
COc1ccc(NC(=O)Nc2cccc([N+](=O)[O-])c2)cc1Cl	6.9%	-1.6%	15.8µM*	-6.8%	20.9%	-8.1%	?	-1.5%
O=C(CSc1nnc2c(Cl)cc(C(F)(F)F)cn12)NCc1ccc(F)cc1	0.7%	9.3%	?	-2.5%	-5.1%	-0.1%	4.7%	1.9%
CC1(C)Cc2ccccc2C2=NNC(=O)C2=N1	?	12.7%	15.8µM*	19.6%	-13.5%	-1.4%	?	-15.6%
Cc1cc2c(c(SCC(=O)Nc3ccc(C)c(C)c3)n1)C(=O)OC2	2.4%	12.2%	0.2%	-11.6%	-5.2%	-1.0%	-13.1%	/
O=C(O)CC1(CC(=O)NCc2ccc(C(F)(F)F)cc2)CCCCC1	9.4%	0.6%	-4.9%	i	3.4%	0.1%	4.6%	-2.0%
CC1=C/C(=N\N=C2\NC(=O)C(CC(=O)Nc3ccccc3F)S2)CC(C)(C)C1 (stereo not given)	19.2%	-22.8%	-20.7%	-10.6%	-1.2%	-3.9%	8.1%	-2.1%
CC(C)COC(=O)/C(C#N)=C/c1cn(Cc2ccccc2)c2ccccc12	?	-2.0%	-12.3%	-4.7%	6.1%	?	-9.0%	10.7%
O=C(C[N+]1(CC#Cc2ccccc2)CCCCC1)c1ccccc1	7.5%	62.7%[activator]	-8.5%	3.5%	-10.0%	-0.3%	1.7%	?
Cc1ccc(OCC(=O)Nc2ccc3c(c2)nc(CCN2CCN(C)CC2)n3C)cc1	-6.5%	-1.0%	-2.5%	-5.2%	4.0%	-2.1%	-1.3%	0.7%
COc1ccc(NC(=O)C2CCN(C(=O)NCc3ccccc3)CC2)cc1	-2.7%	6.1%	-0.6%	1.8%	-2.4%	-0.1%	2.5%	0.5%
Cc1cc(C(=O)CN(Cc2ccc(F)cc2)S(=O)(=O)c2ccc3c(c2)OCCO3)c(C)n1C	-5.0%	11.3%	-14.6%	-5.9%	6.6%	1.5%	1.4%	-11.9%
O=c1cc(O)c2sc3nc4c(c(C(F)(F)F)c3c2[nH]1)CCCCC4	-22.5%	20.2%	/	i	8.8%	-0.4%	-3.3%	/
CC(C)(C)C(=O)NC1CCN(S(=O)(=O)c2ccccc2F)CC1	-4.2%	8.8%	-4.6%	3.9%	-4.9%	0.7%	1.8%	/
CC(C)CN(CC(C)C)C(=O)C12CCC(C)(C(=O)C1)C2(C)C (stereo not given)	1.1%	0.0%	-10.1%	-0.1%	5.8%	1.1%	-5.3%	-2.1%
Cc1ccc2c(c1)C1CN(C)CCC1N2C(=O)c1ccccc1NS(=O)(=O)c1ccc(F)cc1 (stereo not given)	?	2.9%	-12.0%	-3.1%	4.7%	2.4%	5.2%	8.0%
CCOC(=O)N1CCN(C(=O)c2cc(S(=O)(=O)N3CCCC3)cn2C)CC1	1.6%	-27.1%	-7.4%	8.6%	-3.2%	-0.6%	1.5%	-11.1%
CCOc1ccc(C(O)c2nccn2Cc2ccccc2)cc1 (stereo not given)	12.0%	8.6%	-11.1%	-1.2%	-1.9%	-0.1%	10.8%	-3.3%
CCc1ccccc1NC(=O)C1NC(=O)CC1c1ccccc1 (stereo not given)	1.8%	-4.7%	-8.9%	-6.6%	-10.1%	1.8%	1.6%	/
N#Cc1c(C(F)(F)F)cc(-c2cccs2)nc1SCC(=O)Nc1cccc(Br)c1	/	/	?	/	?	0.2%	?	/
CC1Cc2ccccc2N1CC(=O)Nc1ccc(Cl)c(S(=O)(=O)N(C)C)c1 (stereo not given)	-9.7%	2.7%	-10.0%	-17.1%	-4.0%	0.0%	8.8%	-17.9%
CN1CCN(c2oc(-c3ccco3)nc2S(=O)(=O)c2ccccc2)CC1	-8.8%	5.5%	-8.6%	-2.3%	-15.2%	-1.8%	1.9%	-6.0%
COc1cc(CN(C(=O)COc2ccc(F)cc2)c2ccccn2)cc(OC)c1OC	/	/	1.5%	/	-0.1%	-7.8%	-0.1%	/
COc1cc(/C=N/NC(=O)c2cccnc2)ccc1OS(=O)(=O)c1cc(C)ccc1C	2.6%	11.5%	-13.4%	-5.3%	8.6%	-2.9%	?	-7.4%
